NTR1 agonist = agonists of NTR1, primary screen, imaging, U2OS cells, beta-arrestin-GFP, high content (AID 493036). NTR1-U2OS beta-arrestin-GFP spot imaging, agonist mode. actives 0.17% (n = 330,000). P30989. activation, % at 20 µM;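 active = activation at or above 40% of the spot to cytoplasm intensity ratio, with at least 20 cells analyzed; inconclusive = wells under 20 cells, flagged as cytotoxic or low count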;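 note: 0% = DMSO without peptide and 100% = 100 nM NTR1 peptide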
Target sequence (P30989 whole entry, looked up): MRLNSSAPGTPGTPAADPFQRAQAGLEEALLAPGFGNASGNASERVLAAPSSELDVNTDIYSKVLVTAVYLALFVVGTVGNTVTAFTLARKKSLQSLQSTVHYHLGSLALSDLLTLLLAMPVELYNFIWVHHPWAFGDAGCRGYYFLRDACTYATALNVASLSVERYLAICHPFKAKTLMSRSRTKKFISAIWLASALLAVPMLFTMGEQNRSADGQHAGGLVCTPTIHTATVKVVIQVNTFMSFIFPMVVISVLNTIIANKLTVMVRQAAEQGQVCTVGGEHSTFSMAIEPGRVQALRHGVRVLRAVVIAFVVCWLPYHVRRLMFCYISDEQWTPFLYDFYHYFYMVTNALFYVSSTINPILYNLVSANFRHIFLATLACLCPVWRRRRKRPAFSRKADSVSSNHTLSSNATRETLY
MgcRacGAP inhibition = MgcRacGAP GTPase-activating activity inhibitors, confirmation, biochemical, ADP Hunter fluorescence; MgcRacGAP-stimulated Rac1 GTP hydrolysis, ADP Hunter fluorescence; higher % means a stronger effect; GST-tagged Rac1 F28L mutant substrate; inhibition, % at 30 µM, or IC50 in µM where a hit was titrated; actives 0.6% (n = 340,000);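 active = first-screen hits whose inhibition reached a set limit at any dose in the follow-up dose series; inconclusive = inhibition above the set first-screen limit but never retested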;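 note: fluorescence reports GDP produced by GAP-driven GTP hydrolysis; strong numbers were not always called active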
Dengue-2 NS5 capping = Dengue-2 NS5 methyltransferase inhibitors, primary screen, biochemical, confirmation dose response (AID 588689); Dengue-2 NS5 methyltransferase capping enzyme assay, biochemical; higher % means a stronger effect; one-dose inhibition, % at 25 µM; IC50 in µM for titrated hits; actives 0.3% (n = 340,000); in the data active = a potency from the dose series; inconclusive = inhibition above about 29% without an active follow-up result
SV40 large T antigen = TAg ATPase/helicase activity blockers – biochemical (AID 1903) | SV40 large T antigen ATPase/helicase inhibition assay; higher % means a stronger effect | one-dose inhibition, % at 20 µM; IC50 in µM for titrated hits | actives 0.39% (n = 310,000); in the data active = a potency from the dose series; inconclusive = inhibition mostly from about 32% at the one dose, without a potency; inactive = the rest, 99 in 100 with inhibition below about 32%; note: strong numbers were not always called active
AID2073 = disruptors of CaV2.2 binding to Mint1 – biochemical, HTRF (AID 2073); one-dose inhibition, % at 20 µM; IC50 in µM for titrated hits; actives 0.19% (n = 290,000); HTRF protein-protein interaction, Mint1-CaV2.2; higher % means a stronger effect; in the data active = inhibition mostly above about 51%, no sharp cut-off; inconclusive = no clear call, values can overlap the other calls; inactive = mostly below about 53%; note: some results filed as inactive read as strong as hits
RSV CPE inhibition = RSV antiviral activity via CPE protection, HEp-2 cells, primary 10 µM value included (AID 2391) | HEp-2 cells, RSV-induced CPE inhibition; higher % means a stronger effect | actives 0.13% (n = 310,000) | CPE inhibition, % at 10 µM, or IC50 in µM where a hit was titrated; in the data active = a potency from the dose series; inconclusive = CPE inhibition mostly from about 23% at the one dose, without a potency; inactive = the rest, 99 in 100 with CPE inhibition below about 21%; note: strong numbers were not always called active
West Nile antiviral = inhibition of WNV-induced cytopathic effect – cell-based, CPE readout (AID 1621) | West Nile virus-infected cells, CPE inhibition; higher % means a stronger effect | one-dose CPE inhibition, % at 10 µM; IC50 in µM for titrated hits | actives 0.02% (n = 290,000); in the data active = a potency from the dose series; inconclusive = CPE inhibition mostly from about 3.7% at the one dose, without a potency; inactive = the rest, 99 in 100 with CPE inhibition below about 2.2%; note: strong numbers were not always called active
UTI89 phage lysis = protection from phage-mediated lysis, alamar blue read-out – E. coli UTI89, K1F phage, bacterial capsule biogenesis inhibitors (AID 488966) | actives 0.02% (n = 340,000) | E. coli UTI89 K1F phage lysis, alamar blue, 2 h; higher % means a stronger effect | inhibition, % at 100 µM, or IC50 in µM where a hit was titrated;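 active = phage lysis inhibition, versus mean bacterial control, above a set limit; inconclusive = no clear call, values can overlap the other calls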;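 note: capsule biogenesis inhibitors block K1F phage lysis so surviving cells raise fluorescence; higher fluorescence means more inhibition of phage lysis; actives were called in the ten point dose series up to 300 µM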
Siah-1 displacement = Siah-1 peptide-binding antagonists, primary screen, biochemical, fluorescence polarization, rhodamine-plectin, uHTS (AID 1817). one-dose displacement, % at 20 µM; IC50 in µM for titrated hits. actives 0.02% (n = 290,000). Siah-1 / rhodamine-plectin peptide fluorescence polarization; higher % means a stronger effect;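 active = displacement of at least 50% at 20 µM, with a fluorescence ratio check between 0.3 and a set limit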;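 note: plate controls were Siah plus tracer with DMSO for no effect and tracer alone without Siah for full effect; strong numbers were not always called active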
NTR1 agonist cell count 20 µM = second read-out of NTR1 agonist, no call of its own (marks repeat the call); cell count; measured here: cell count, cytotoxicity flag
Active calls of the source: *; [ ] = remark or other dose.

Screening Cc1ccc(C2(C)NC(=O)N(CC(=O)Nc3ccc4[nH]c(=O)[nH]c4c3)C2=O)cc1 (stereo not drawn) returned NTR1 agonist -0.1, MgcRacGAP inhibition 8%, Dengue-2 NS5 capping -2%, SV40 large T antigen 25%, AID2073 16%, RSV CPE inhibition -0.7%, West Nile antiviral -0.3%, UTI89 phage lysis 0.3%, Siah-1 displacement -13% and NTR1 agonist cell count 20 µM 64.
CCOc1cc2[nH]c(=O)n(CCc3ccc(OC)c(OC)c3)c(=O)c2cc1OCC was read as NTR1 agonist 2.4, MgcRacGAP inhibition 2%, Dengue-2 NS5 capping -1%, SV40 large T antigen 8%, AID2073 6%, RSV CPE inhibition 1.1%, West Nile antiviral 0.3%, UTI89 phage lysis 1.1%, Siah-1 displacement -1% and NTR1 agonist cell count 20 µM 83.
Screening O=C(NCCCN1CCCC1=O)c1ccc2c(c1)NC(=O)C(N1CCOCC1)S2 (stereo not drawn) returned MgcRacGAP inhibition 7%, Dengue-2 NS5 capping -5%, SV40 large T antigen -5%, AID2073 -4%, West Nile antiviral -0.1%, UTI89 phage lysis 0.3% and Siah-1 displacement 0%.
Screening Cc1cccc(C(=O)NC(=S)NNC(=O)COc2ccc(Cl)cc2)c1 returned NTR1 agonist -0.4, MgcRacGAP inhibition 5%, Dengue-2 NS5 capping -7%, SV40 large T antigen 13%, AID2073 19%, West Nile antiviral 0.2%, UTI89 phage lysis 3.0%, Siah-1 displacement -3% and NTR1 agonist cell count 20 µM 74.
CCOC(=O)c1cc2c(ccn2C)n1Cc1ccccc1C was read as NTR1 agonist -0.3, MgcRacGAP inhibition 7%, Dengue-2 NS5 capping 1%, SV40 large T antigen 8%, AID2073 1%, RSV CPE inhibition 7.6%, West Nile antiviral -0.3%, UTI89 phage lysis 0.0%, Siah-1 displacement -2% and NTR1 agonist cell count 20 µM 47.
For O=C(CNC(=O)c1ccccc1)N/N=C/c1ccc([N+](=O)[O-])o1 the results were NTR1 agonist 0.5, MgcRacGAP inhibition 3%, Dengue-2 NS5 capping 4%, SV40 large T antigen 9%, AID2073 14%, RSV CPE inhibition -1.4%, West Nile antiviral -1.1%, UTI89 phage lysis 0.2%, Siah-1 displacement -10% and NTR1 agonist cell count 20 µM 74.
For Cn1cnc(C(=O)N2CCN(C(=O)OC(C)(C)C)CC2)c1C(=O)N1CCN(C(=O)OC(C)(C)C)CC1 the results were NTR1 agonist -0.5, MgcRacGAP inhibition 2%, Dengue-2 NS5 capping -2%, RSV CPE inhibition -0.3%, UTI89 phage lysis 0.0% and NTR1 agonist cell count 20 µM 71.
Screening COc1ccc(NC(=O)c2ccc3c(SCC(=O)O)c4c(nc3c2)CCCC4)cc1Cl returned NTR1 agonist 0.2, SV40 large T antigen 3%, AID2073 27%, RSV CPE inhibition 3.4%, West Nile antiviral 1.1%, Siah-1 displacement 0% and NTR1 agonist cell count 20 µM 46.
Screening CCOc1ccc(/C=N/NC(=O)c2cc(-c3ccccc3)nc3ccccc23)cc1O returned NTR1 agonist 3.3, MgcRacGAP inhibition 12%, Dengue-2 NS5 capping 3%, SV40 large T antigen 6%, AID2073 39%, RSV CPE inhibition inconclusive, West Nile antiviral -0.3%, UTI89 phage lysis -0.6%[50 µM], Siah-1 displacement 4% and NTR1 agonist cell count 20 µM 57.
CC(O)Cn1nc([N+](=O)[O-])nc1N (stereo not drawn) was read as NTR1 agonist 3.2, MgcRacGAP inhibition -1%, Dengue-2 NS5 capping -9%, SV40 large T antigen 13%, AID2073 -4%, RSV CPE inhibition 2.3%, West Nile antiviral -0.1%, UTI89 phage lysis 0.7%, Siah-1 displacement 0% and NTR1 agonist cell count 20 µM 78.
For CSc1ccccc1NC(=O)CN(C)C(C)C(=O)NC(=O)NC1CCCCC1 (stereo not drawn) the results were NTR1 agonist 1.0, MgcRacGAP inhibition 1%, Dengue-2 NS5 capping -6%, SV40 large T antigen 4%, RSV CPE inhibition 3.3%, UTI89 phage lysis 3.6%[50 µM] and NTR1 agonist cell count 20 µM 54.
`c1ccc(Nc2cc(-c3ccccc3)nc3ncnn23)cc1` gave NTR1 agonist 3.2, MgcRacGAP inhibition -2%, Dengue-2 NS5 capping -1%, SV40 large T antigen -3%, AID2073 12%, RSV CPE inhibition 3.7%, West Nile antiviral -0.1%, UTI89 phage lysis 4.6%, Siah-1 displacement -4% and NTR1 agonist cell count 20 µM 54.
Screening CC(OC(=O)CCc1nc2ccccc2c(=O)[nH]1)C(=O)c1ccc(Br)cc1 (stereo not drawn) returned NTR1 agonist 2.1, MgcRacGAP inhibition 1%, Dengue-2 NS5 capping -5%, SV40 large T antigen 3%, AID2073 4%, RSV CPE inhibition 2.8%, West Nile antiviral 1.3%, UTI89 phage lysis 0.2%, Siah-1 displacement -3% and NTR1 agonist cell count 20 µM 69.
For c1nc2ccc(Cc3ccc4nc[nH]c4c3)cc2[nH]1 the results were NTR1 agonist 1.1, MgcRacGAP inhibition 2%, Dengue-2 NS5 capping -3%, SV40 large T antigen 2%, AID2073 0%, RSV CPE inhibition 44µM*, West Nile antiviral -0.5%, UTI89 phage lysis 0.2%, Siah-1 displacement 13% and NTR1 agonist cell count 20 µM 63.
`Cn1c(=O)c2c(nc(N/N=C/c3ccc(OC(=O)c4ccco4)cc3)n2Cc2ccc(F)cc2)n(C)c1=O` gave NTR1 agonist 0.1, MgcRacGAP inhibition 3%, Dengue-2 NS5 capping -5%, SV40 large T antigen 6%, AID2073 26%, RSV CPE inhibition inconclusive, West Nile antiviral -0.3%, UTI89 phage lysis 0.5%, Siah-1 displacement -9% and NTR1 agonist cell count 20 µM 46.
Screening Cc1nc(N2CCN(Cc3ccccc3)CC2)c(C#N)c2c1COC(C)(C)C2 returned NTR1 agonist 4.4, MgcRacGAP inhibition 6%, Dengue-2 NS5 capping 6%, SV40 large T antigen 3%, AID2073 15%, RSV CPE inhibition 7.8%, West Nile antiviral 0.1%, UTI89 phage lysis -0.2%, Siah-1 displacement 2% and NTR1 agonist cell count 20 µM 61.
For O=[N+]([O-])c1cc2c(cc1Br)CCN2 the results were NTR1 agonist 0.4, MgcRacGAP inhibition 3%, Dengue-2 NS5 capping -9%, SV40 large T antigen 24%, AID2073 0%, RSV CPE inhibition 2.6%, West Nile antiviral -0.1%, UTI89 phage lysis -1.4%, Siah-1 displacement -2% and NTR1 agonist cell count 20 µM 95.
For CC[n+]1c(/C=C/Nc2ccccc2)oc2ccc(OC)cc21 the results were NTR1 agonist 0.2, MgcRacGAP inhibition 5%, Dengue-2 NS5 capping -18%, SV40 large T antigen 6%, AID2073 -36%, RSV CPE inhibition 0.1%, West Nile antiviral 0.5%, UTI89 phage lysis -0.6%, Siah-1 displacement 14% and NTR1 agonist cell count 20 µM 47.
CCN(CC)C(=O)c1cc2c(=O)n3cccc(C)c3nc2s1 was read as NTR1 agonist -0.5, Dengue-2 NS5 capping -1%, SV40 large T antigen 13%, AID2073 18%, RSV CPE inhibition 1.8%, West Nile antiviral -0.8%, UTI89 phage lysis 0.1%, Siah-1 displacement 5% and NTR1 agonist cell count 20 µM 101.
`O=C(N/N=C/c1ccccn1)c1cc(-c2cccc3ccccc23)n[nH]1` gave NTR1 agonist -0.9, MgcRacGAP inhibition 6%, Dengue-2 NS5 capping -15%, SV40 large T antigen -4%, AID2073 12%, RSV CPE inhibition 3.8%, West Nile antiviral -0.7%, UTI89 phage lysis 0.2%, Siah-1 displacement 7% and NTR1 agonist cell count 20 µM 82.
Screening CCC(CC)c1nnc(NC(=O)CS(=O)(=O)c2ccc(C)cc2)s1 returned NTR1 agonist -0.1, MgcRacGAP inhibition 6%, Dengue-2 NS5 capping -1%, SV40 large T antigen 2%, AID2073 8%, RSV CPE inhibition 1.4%, West Nile antiviral -0.4%, UTI89 phage lysis 1.6%, Siah-1 displacement 35% and NTR1 agonist cell count 20 µM 52.
Cc1ccc(S(=O)(=O)N(C)C)cc1NC(=O)COC(=O)COc1ccc2c(C)cc(=O)oc2c1 was read as NTR1 agonist 4.9, MgcRacGAP inhibition 3%, Dengue-2 NS5 capping 0%, UTI89 phage lysis -2.1% and NTR1 agonist cell count 20 µM 57.
Screening O=c1c(-c2cccc(Cl)c2)c[nH]n1-c1ccccc1 returned NTR1 agonist 0.6, MgcRacGAP inhibition 60µM*, Dengue-2 NS5 capping 6%, SV40 large T antigen 26%, AID2073 8%, RSV CPE inhibition 1.3%, West Nile antiviral -0.8%, UTI89 phage lysis 0.2%, Siah-1 displacement -3% and NTR1 agonist cell count 20 µM 96.
`O=C(NC(=S)N1CCN(CCO)CC1)C12CC3CC(CC(C3)C1)C2` gave NTR1 agonist 0.2, MgcRacGAP inhibition -3%, Dengue-2 NS5 capping 2%, SV40 large T antigen 11%, AID2073 -2%, RSV CPE inhibition -0.5%, West Nile antiviral 1.4%, UTI89 phage lysis 0.3%, Siah-1 displacement -4% and NTR1 agonist cell count 20 µM 61.
For CCN1CCN(C(=S)c2ccc(OCC(=O)NCc3ccccc3)cc2)CC1 the results were NTR1 agonist 0.8, MgcRacGAP inhibition 20%, Dengue-2 NS5 capping -3%, SV40 large T antigen 3%, AID2073 -5%, RSV CPE inhibition -1.3%, West Nile antiviral -0.6%, UTI89 phage lysis 0.6%, Siah-1 displacement 2% and NTR1 agonist cell count 20 µM 31.
Screening CC(c1nnc(SCC(=O)Nc2sccc2C#N)n1-c1ccc(Cl)cc1)N(C)C (stereo not drawn) returned NTR1 agonist 0.9, MgcRacGAP inhibition 5%, Dengue-2 NS5 capping -7%, SV40 large T antigen 19%, AID2073 2%, RSV CPE inhibition 1.2%, West Nile antiviral -0.7%, UTI89 phage lysis 0.0%, Siah-1 displacement 3% and NTR1 agonist cell count 20 µM 39.
Cc1ccc(N2C(=O)C3C(C2=O)C2C=CC3C23CC3)cc1 (stereo not drawn) was read as NTR1 agonist -4.0, MgcRacGAP inhibition 6%, Dengue-2 NS5 capping -8%, SV40 large T antigen 14%, AID2073 2%, RSV CPE inhibition -0.6%, West Nile antiviral -0.2%, UTI89 phage lysis 1.5%, Siah-1 displacement 2% and NTR1 agonist cell count 20 µM 88.
COc1ccc(Cc2nnc(SCC(=O)Nc3c(C)cccc3C)[nH]c2=O)cc1 was read as NTR1 agonist -0.7, MgcRacGAP inhibition 4%, Dengue-2 NS5 capping -5%, SV40 large T antigen 5%, RSV CPE inhibition 0.8%, UTI89 phage lysis -1.0% and NTR1 agonist cell count 20 µM 61.
